PGE2 EP2 inh: inhibitors of human EP2 prostaglandin E2 receptor | inhibition, % at 25 µM | 260,000 tested, 0.52% active | C6 glioma cells expressing human EP2, cAMP TR-FRET; cells stimulated with saturating PGE2 | P43116 | AID 1422;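 active = percent inhibition above 40 after rounding to a whole number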;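 note: rat C6 glioma host cells with rolipram phosphodiesterase inhibitor present; the protocol text gives 20 µM as final concentration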
PERK inh: inhibitors of human PERK kinase; Q9NZJ5; CHO PERK-DD fusion, SEAP luminescence translation reporter; inhibition, % at 5.6 µM; 220,000 tested, 0.17% active; AID 1416;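 active = inhibition above the mean inhibition of all tested compounds plus 3 SD, set separately per screening campaign, cut at about 2.9% in these data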;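 note: PERK kinase domain activated by AP20187 dimerizer at 100 nM; 0% = DMSO with dimerizer and 100% = rapamycin at 8.4 µM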
TNF death inh: blocks TNF-alpha induced death of Jurkat FADD-/- cells | Jurkat FADD-/- TNF necroptosis rescue, ATP luminescence, 24 h; 0 = TNF only, 100 = no-TNF cells | AID 463075 | activation (protection from cell death), % at 10 µM | 220,000 tested, 0.068% active;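 active = activation, meaning protection from cell death, of at least 50% relative to plate controls; inactive = activation below 50%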;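 note: necroptosis triggered by 40 ng/mL TNF-alpha added together with compound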
RBBP9 inhibitor: inhibitors of human serine hydrolase RBBP9; O75884; recombinant RBBP9, FP-Rh probe fluorescence polarization; inhibition, % at 7.94 µM; 220,000 tested, 0.2% active;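 active = inhibition above the campaign mean of all tested compounds plus 3 SD, cut at about 14% in these data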;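 note: plate controls were DMSO wells with RBBP9 for no effect and wells lacking RBBP9 protein for full effect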
Target sequence (O75884 whole entry, looked up): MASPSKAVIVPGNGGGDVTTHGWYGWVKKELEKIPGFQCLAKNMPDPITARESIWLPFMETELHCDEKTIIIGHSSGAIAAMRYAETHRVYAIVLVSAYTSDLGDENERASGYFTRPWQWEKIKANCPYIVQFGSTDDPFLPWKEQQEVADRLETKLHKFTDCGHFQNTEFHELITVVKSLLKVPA
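Test system: recombinant human RBBP9. Quantity: 2.5 µM RBBP9 dispensing solution, before mixing. Detection: FP readout at 525/598 nm. Reagent: Serine-hydrolase probe FP-Rh, 375 nM pre-mixing. Measure: % inhibition. Control set: DMSO-treated enzyme wells and wells lacking RBBP9. Buffer or medium: Tris-NaCl-Pluronic buffer, pH 8.0. Times: preincubation 30 min plus labeling 45 min at 25 °C.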
zVAD death inh: L929 zVAD cell death inhibition; 220,000 tested, 0.38% active; viability rescue, % at 10 µM; L929 zVAD necroptosis rescue, ATP luminescence, 24 h; with zVAD 60 µM; AID 1377;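 active = activation, scaled between plate controls, above about 75%, limit read from the data; inactive = activation under that limit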;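 note: 0% = zVAD with DMSO and 100% = DMSO alone without zVAD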
Hck Nef HTS: inhibitors of human Hck kinase activated by Nef; P08631; inhibition, % at 20 µM; Recombinant Hck-YEEI plus Nef, Z-Lyte FRET kinase assay; AID 463187; 220,000 tested, 0.68% active;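 active = Hck-Nef kinase inhibition above about 50%, limit read from the data; inactive = inhibition below that limit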;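 note: 0% = DMSO with Hck plus Nef and 100% = Hck alone without Nef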
Target sequence (P08631 whole entry, looked up): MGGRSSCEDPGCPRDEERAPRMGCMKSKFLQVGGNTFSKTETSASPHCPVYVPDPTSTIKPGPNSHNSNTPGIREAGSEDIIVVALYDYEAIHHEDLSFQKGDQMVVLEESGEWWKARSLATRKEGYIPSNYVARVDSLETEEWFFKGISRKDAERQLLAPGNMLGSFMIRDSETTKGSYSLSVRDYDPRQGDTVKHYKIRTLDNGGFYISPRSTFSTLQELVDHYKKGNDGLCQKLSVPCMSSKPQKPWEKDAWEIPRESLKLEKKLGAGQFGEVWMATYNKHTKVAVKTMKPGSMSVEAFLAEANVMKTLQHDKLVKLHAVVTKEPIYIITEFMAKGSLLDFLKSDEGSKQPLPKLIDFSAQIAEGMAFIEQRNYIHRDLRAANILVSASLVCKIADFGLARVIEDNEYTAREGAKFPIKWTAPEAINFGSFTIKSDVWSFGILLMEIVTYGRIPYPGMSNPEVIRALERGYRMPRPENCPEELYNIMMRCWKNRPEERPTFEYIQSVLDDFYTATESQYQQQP
EP2 modulator: modulates human prostaglandin E2 receptor EP2 signaling; P43116; EP2-expressing cells, cAMP HTRF FRET, PGE2 co-stimulation; induction, % at 25 µM; 260,000 tested, 0.83% active; AID 940;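 active = compounds whose cAMP rise, as percent of the full-agonist control response, exceeds 60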;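 note: rat C6 glioma line stably carrying human EP2 under a CMV promoter; the protocol text gives 20 µM as final concentration; 100% = response of wells given 1 µM PGE2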
Runt-CBFb FRET: inhibitors of human RUNX1 Runt domain binding to CBFb | Q01196+Q13951 | Cerulean-Runt/Venus-CBFb FRET ratio 530/480, 1 h | inhibition, % at 20 µM | 220,000 tested, 0.46% active;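 active = inhibition over about 50% at 20 µM in the single-dose screen, limit read from the data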;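 note: 0% = DMSO wells and 100% = excess unlabeled CBFb competitor control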
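Assay system: Cerulean-Runt domain / Medium: Tris 50 mM pH 7.5, KCl, K2SO4, 0.01% BSA / Timing: protein complex preformed 1 h, compound exposure 1 h, room temperature, dark / Measured by: FRET, excitation 422 nm, emission at 530 and 480 nm / Evaluation: loss of energy transfer signal / Control set: 5 µM unlabeled CBFb as full-inhibition high control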
Runt-SMMHC FRET: Runt domain-CBFb-SMMHC interaction inhibition | Q01196+Q13951 | Cerulean-Runt/Venus-CBFb-SMMHC FRET ratio 530/480, 1 h | inhibition, % at 20 µM | 220,000 tested, 0.74% active | AID 1434;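 active = mean inhibition across duplicate retests at 20 µM reaching about 50%, limit read from the data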;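 note: 0% = DMSO wells and 100% = wells with excess untagged CBFb-SMMHC; inhibitors lower the FRET ratio by blocking Runt binding to CBFb-SMMHC; some results filed as inactive read as strong as hits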
Numbers without * were called inactive; nt = no result given; & = joins results of further samples.

molecule | PGE2 EP2 inh | PERK inh | TNF death inh | RBBP9 inhibitor | zVAD death inh | Hck Nef HTS | EP2 modulator | Runt-CBFb FRET | Runt-SMMHC FRET
CC(OC(=O)C1CCN(S(=O)(=O)c2ccccc2)CC1)C(=O)Nc1ncc(Cl)cc1Cl (stereo not drawn) | 7 | -0.7 | -0.8 | -3 | 0.0 | 1 | 11 | 2 | 1
Cc1ccc(C2(C)NC(=O)N(CC(=O)Nc3ccc4[nH]c(=O)[nH]c4c3)C2=O)cc1 (stereo not drawn) | 3 | -0.4 | 0.3 | 3 | 1.2 | 12 | -8 | 3 | -2
Cc1ccc(S(=O)(=O)N2CCC(C(=O)NCCCOC(C)C)CC2)cc1 | 11&-1 | 0.0 | 0.4 | -8 | 0.8 | -1 | -14&4 | 1 | -4
CCOC(=O)CN(C(=O)COc1ccc2c(C)cc(=O)oc2c1)c1ccc(OCC)cc1 | 8 | 0.0 | 1.3 | 5 | -0.7 | -3 | 20 | -5 | -6
COc1ccccc1OCC(=O)OCC(=O)Nc1sccc1C(N)=O | 10 | 0.4 | 1.0 | -4 | 1.0 | 6 | -27 | 6 | 0
O=C(CSc1nnc(-c2ccc(Br)cc2)n1CCc1ccccc1)NC1CCS(=O)(=O)C1 (stereo not drawn) | 2 | 0.3 | 1.0 | -5 | 0.5 | 3 | -21 | -3 | -5
Cc1cc2cc(C)c(NCCNC(=O)c3ccccc3)nc2cc1C | 14 | -0.2 | 3.1 | -5 | 7.9 | 22 | -16 | -2 | 4
COc1cc(C(=O)NCCCNc2nc3cc(C)cc(C)c3cc2C#N)cc(OC)c1OC | 8 | -1.8 | -2.3 | -7 | 1.1 | 19 | 27 | nt | 73*
Cc1ccc(NN2C(=O)C=C(c3ccccc3)C2=O)cc1 | 48* | 0.5 | -2.7 | -2 | -1.3 | 29 | -93 | 36 | 35
Cc1c(C(=O)N(Cc2ccccc2)Cc2cccnc2)cnn1-c1ccc(F)cc1 | 6 | -0.7 | 1.5 | 0 | 0.4 | 2 | -37 | 0 | -2
CC(C)c1ncc(S(=O)(=O)c2ccc(C(F)(F)F)cn2)c(N)n1 | 15 | 0.6 | 1.7 | -4 | 0.4 | 2 | 14 | 0 | 0
C=CCn1c(/N=C/c2ccc3c(c2)OCO3)nc2ccccc21 | 6 | 0.8 | 0.1 | -11 | -0.2 | 6 | 30 | 0 | -4
Cn1nc(-c2ccccc2)cc1NC(=O)Nc1ccc(F)cc1 | 6 | 1.1 | 1.0 | -8 | 2.5 | 14 | -78 | 3 | -6
CC(C)C(C(=O)NCC1CCCO1)N(Cc1cccs1)C(=O)CNS(=O)(=O)c1ccccc1 (stereo not drawn) | 3 | -0.1 | -0.5 | -7 | 0.9 | 25 | -9 | 0 | 3
COc1ccccc1/C=C(/C(=O)OCC(=O)Nc1ccc(N(C)C)cc1)c1ccccc1 | 6 | -0.6 | -0.7 | -5 | 1.1 | 10 | 35 | 4 | 7
CCC(=O)n1nc(-c2ccco2)nc1N | 19 | 2.0 | -0.8 | -1 | -0.4 | -1 | 19 | -1 | 1
COC(=O)c1cccnc1-n1c(=O)c2cccnc2n(Cc2cccc(C(F)(F)F)c2)c1=O | 4 | 1.2 | 1.0 | -1 | -1.2 | 19 | 51 | -4 | -6
Cc1ccc2[nH]c3c(c2c1)CN(C(=O)CN1CCN(c2ccccn2)CC1)CC3 | 14 | 0.6 | 2.0 | -3 | 11 | -1 | -17 | -98 | -156
C/C(=N\N=C(N)N)c1cc(Cl)ccc1Cl | 11 | -0.5 | 1.4 | 4 | 4.3 | 2 | -28 | 2 | 2
N#CC1=C(N)OC2=C(C(=O)CC(c3ccccc3)C2)C1c1ccoc1 (stereo not drawn) | 5 | 0.4 | 0.6 | -12 | nt | -2 | 18 | 4 | 2
Cc1ccc(-c2nc(C)sc2CC(=O)OCC(=O)Nc2cccc([N+](=O)[O-])c2)cc1 | 35 | 1.8 | 0.4 | -6 | -0.1 | -2 | -65 | 0 | 0
Cc1cc(NCc2ccc(F)cc2Cl)n2nnnc2n1 | 15 | 0.2 | 0.8 | -2 | 0.6 | 1 | 1 | 1 | 1
COc1ccc(-c2noc(CN(C)S(=O)(=O)c3ccc(C)cc3)n2)cc1 | 12 | 0.3 | -0.9 | -9 | 0.0 | 4 | 3 | 0 | -1
Cc1cc(C)cc(OCC(=O)OCCN2C(=O)c3ccccc3C2=O)c1 | 8 | -0.1 | 0.8 | -6 | 0.4 | 2 | -4 | 1 | 1
COc1cccc(/C=C/C(=O)NCc2cn3cc(Cl)ccc3n2)c1OC | 2 | -0.1 | 0.5 | -6 | 3.5 | 30 | -82 | -4 | -1
c1cncc(-c2nnc(-c3ccco3)o2)c1 | -1 | 1.0 | 0.1 | 2 | 0.1 | -1 | 28 | 0 | 7
CCCCn1c(=S)[nH]c2c(oc3ccc(Cl)cc32)c1=O | 22 | 0.3 | -2.5 | -2 | 0.0 | 2 | 57 | 11 | 9
Cc1cc(C)c(S(=O)(=O)Nc2nnc(C)s2)c(C)c1 | 16 | -0.2 | 0.2 | 4 | 1.0 | 7 | 1 | -1 | -2
Cc1ccc(/C(N)=N/OC(=O)C23CC4CC(CC(C4)C2)C3)cc1 | 6 | 0.9 | -4.2 | -1 | 0.1 | 1 | -23 | -3 | 3
O=c1[nH]cnc2scc(C3COc4ccccc4O3)c12 (stereo not drawn) | 12 | 0.7 | -6.5 | -4 | -0.1 | 0 | 38 | 0 | 1
CCC1(C)Cc2c(sc3nnn(CC(=O)Nc4ccc(Cl)cc4)c(=O)c23)CO1 (stereo not drawn) | 2 | -0.6 | 4.2 | -6 | 1.3 | -1 | -14 | 3 | 2
Cc1cc(C)n2c(SCc3ccc(Cl)cc3Cl)nnc2n1 | 4 | -0.1 | -0.8 | -9 | -0.1 | -2 | 0 | -5 | -1
COc1ccc(/C=N/N=C2/CC(C)(C)Cc3n[nH]c(=O)cc32)cc1 | 6 | 0.6 | -0.3 | -6 | 2.8 | 23 | 24 | -2 | -10
CCCC(=O)c1cc(F)c(N2CCN(S(=O)(=O)c3ccccc3)CC2)cc1C | 10 | -1.2 | 0.3 | 3 | -1.0 | 1 | -21 | -1 | 1
CN1CCN(C(=O)CCN2C(=O)/C(=C\c3ccc(Cl)cc3Cl)SC2=S)CC1 | 13 | 0.6 | -25 | -6 | -1.8 | 6 | -27 | 1 | -5
S=C(NCc1ccco1)N1CCN(Cc2ccc(Cl)cc2Cl)CC1 | 8 | -0.2 | -3.0 | 1 | 1.0 | 1 | -43 | 19 | 13
COc1ccc(OC)c(CN2C(=O)c3ccccc3C2C(=O)NCC2CCCO2)c1 (stereo not drawn) | 6 | 0.5 | -0.2 | -4 | 1.2 | 22 | 3 | 0 | 1
CCOC(=O)N1CCN(CC(O)COc2ccccc2C(C)CC)CC1 (stereo not drawn) | 4 | 0.2 | 0.1 | 2 | 0.5 | 5 | 8 | 1 | 1
Cc1ccc(/C=N/NC(=O)CNC(=O)Cc2ccccc2)o1 | 8 | 0.1 | 3.3 | -7 | 0.3 | 1 | 11 | -1 | 1
O=C(/C=C/c1ccc(Cl)cc1)NCc1cccs1 | 8 | 0.5 | 1.6 | -13 | 0.6 | 2 | -63 | 1 | 3
O=C(NCc1cccc(C(F)(F)F)c1)C1CC(c2cccc(F)c2)=NO1 (stereo not drawn) | 0 | nt | 1.8 | nt | -0.1 | 26 | -14 | 0 | 2
C=CCNC(=O)/C(=C\c1ccc2c(c1)OCO2)NC(=O)c1ccc(Br)cc1 | nt | -0.1 | -5.0 | -1 | -0.2 | 0 | -7 | -2 | -4
N/C(Cc1cccc2ccccc12)=N\OC(=O)COc1ccccc1 | 16 | 0.6 | 1.2 | -5 | 0.1 | 7 | 30 | -1 | 1
O=C(Nc1ccn(Cc2c(F)c(F)c(F)c(F)c2F)n1)c1ccc(COc2ccccc2Cl)cc1 | 9 | -0.1 | -3.3 | 8 | -0.6 | 3 | 0 | 1 | -1
CCOCCCNC(=O)C(c1ccccc1)N(Cc1cccs1)C(=O)CNC(C)=O (stereo not drawn) | 10 | 0.3 | 1.8 | -8 | nt | 4 | 16 | 2 | -3
CCN(CC)S(=O)(=O)c1cccc(-c2nn(-c3ccccc3)cc2/C=C(\C#N)C(=O)NCc2ccco2)c1 | 13 | 1.0 | 1.7 | 0 | 0.9 | 5 | 12 | -8 | -11
c1ccc(Cn2nnc3c(NCc4ccc5c(c4)OCO5)nc(C4CC4)nc32)cc1 | 6 | 0.8 | 0.5 | -5 | 1.0 | 10 | -4 | 1 | -3
CCOC(=O)/C(C(=O)Nc1ccc(Cl)cc1Cl)=C1/NC(C)(C)Cc2ccccc21 | 17 | 1.3 | 1.0 | -7 | 2.0 | 1 | 18 | -3 | 1
CCOC(=O)c1ccc(NC(=S)N(Cc2cccnc2)Cc2ccco2)cc1 | 6 | -0.2 | -1.9 | -4 | 0.2 | 21 | -61 | 4 | 0
COc1cc2[nH]c(=S)n(C3CCN(Cc4ccccc4)CC3)c(=O)c2cc1OC | 2 | 1.1 | 3.6 | -1 | 0.2 | 13 | -52 | nt | 4
O=C(C1CCCCC1)N1CCc2[nH]c3ccc(F)cc3c2C1 | 11 | -0.3 | 1.8 | -10 | 2.1 | 0 | -41 | -2 | -4
CN(C)CCCNc1cc(C(C)(C)C)nc2c(-c3ccccc3)cnn12 | 10 | 0.0 | -20 | 14 | 0.5 | 9 | 5 | 1 | -4
O=C(O)/C=C/C(=O)NCc1ccccc1 | 11 | 0.9 | 0.2 | -4 | 0.9 | 2 | 24 | -2 | -1
CC(C)(C)NC(=O)CN(C(=O)Cn1nnc(-c2ccc(Cl)cc2)n1)C1CCN(Cc2ccccc2)CC1 | nt | -0.5 | -2.6 | 3 | 0.6 | 6 | 17 | 1 | 1
Cc1nnc(NC(=O)NCN2C(=O)C3C4C=CC(C4)C3C2=O)s1 (stereo not drawn) | 9 | 1.8 | -1.4 | -2 | 0.1 | 3 | 31 | 0 | -37
O=C(O)c1c2c(nc3ccc(S(=O)(=O)N4CCC(C(=O)NC5CCCC5)CC4)cc13)CCCCC2 | 15 | 0.6 | 1.8 | -7 | 2.6 | -2 | 9 | 1 | 2

Bioassay records (PubChem)

These rows are one share of the data (hit frequency here may not be typical).
